NCOA3 inh = SRC3 coactivator transcriptional activity inhibitors, primary screen, cell-based, luminescence. actives 0.17% (n = 360,000). AID 588352, 2011. inhibition, % at 3.6 µM. HEK293 GAL4-SRC3 luciferase reporter;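 active = inhibition above a per-campaign cutoff, the mean of all compounds plus 3 SD, cut at about 60% in these data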;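 note: 0% = DMSO-treated cells and 100% = gossypol-treated cells at 36 µM; higher means less SRC3-driven luciferase light from the GAL4 reporter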
NCOA2 inhibitor = inhibition of GAL4-SRC2 driven luciferase reporter, primary screen, SRC2 inhibitor project, cell-based, luminescence | Nuclear receptor coactivator 2 (Homo sapiens), Q15596 | HEK293 GAL4-SRC2 luciferase reporter | inhibition, % at 9 µM | actives 0.17% (n = 370,000) | AID 651957, 2012;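 active = inhibition above the mean inhibition of all tested compounds plus 3 SD, set per campaign, cut at about 52% in these data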;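 note: 0% = DMSO treated cells and 100% = cells given Gossypol at 36 µM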
EBV LMP1 NFkB = EBV LMP1-driven NF-kappaB luciferase reporter inhibitors, primary screen, cell-based, luminescence, single point; LMP1-induced NF-kappaB luciferase reporter cells; inhibition, % at 12.5 µM; actives 0.69% (n = 350,000); in the data active = inhibition above about 41%;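 note: 0% = neutral control wells and 100% = reference inhibitor control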
C8 TRAIL sens = viability loss with TRAIL in NB7+C8 cells, primary screen, TRAIL sensitizer project, cell-based, ATPlite luminescence; inhibition (viability loss, TRAIL sensitization), % at 10 µM; actives 1% (n = 360,000); AID 624354, 2012;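 active = compounds causing at least 50% loss of cell viability in the single-dose screen, relative to plate controls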
NCOA1 inh = SRC1 coactivator transcriptional activity inhibitors, primary screen, cell-based, luminescence. Nuclear receptor coactivator 1 (Homo sapiens), Q15788. HEK293 GAL4-SRC1 luciferase reporter. inhibition, % at 3.6 µM. actives 0.12% (n = 360,000);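 active = inhibition above the campaign mean plus 3 SD, with each screening campaign given its own cutoff, cut at about 60% in these data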;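 note: 0% = DMSO treated cells and 100% = gossypol at 36 µM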
NOD2 RIPK2 PPI = NOD2-RIPK2 binding disruptors in cells, primary screen, fluorescence, CHO cells, BLA complementation; inhibition, % at 4.98 µM; Receptor-interacting serine/threonine-protein kinase 2 (Homo sapiens), O43353; CCF4 ratio; actives 0.38% (n = 360,000); AID 624267, 2012; in the data active = inhibition above about 21%;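 note: 0% = vehicle only and 100% = reference blocker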
LRH-1 inv ag = LRH-1 (NR5A2) inverse agonists, primary screen, cell-based, luminescence, HEK293T, StAR-luciferase reporter; Nuclear receptor subfamily 5 group A member 2 (Homo sapiens), O00482; LRH-1 transfected, 24 h; inhibition, % at 3.6 µM; actives 0.13% (n = 360,000); AID 602396, 2012;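 active = inhibition above the mean inhibition of all tested compounds plus 3 SD, cut at about 73% in these data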;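 note: 0% = DMSO wells and 100% = reporter-only cells lacking LRH-1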
Target sequence (O00482 whole entry, looked up): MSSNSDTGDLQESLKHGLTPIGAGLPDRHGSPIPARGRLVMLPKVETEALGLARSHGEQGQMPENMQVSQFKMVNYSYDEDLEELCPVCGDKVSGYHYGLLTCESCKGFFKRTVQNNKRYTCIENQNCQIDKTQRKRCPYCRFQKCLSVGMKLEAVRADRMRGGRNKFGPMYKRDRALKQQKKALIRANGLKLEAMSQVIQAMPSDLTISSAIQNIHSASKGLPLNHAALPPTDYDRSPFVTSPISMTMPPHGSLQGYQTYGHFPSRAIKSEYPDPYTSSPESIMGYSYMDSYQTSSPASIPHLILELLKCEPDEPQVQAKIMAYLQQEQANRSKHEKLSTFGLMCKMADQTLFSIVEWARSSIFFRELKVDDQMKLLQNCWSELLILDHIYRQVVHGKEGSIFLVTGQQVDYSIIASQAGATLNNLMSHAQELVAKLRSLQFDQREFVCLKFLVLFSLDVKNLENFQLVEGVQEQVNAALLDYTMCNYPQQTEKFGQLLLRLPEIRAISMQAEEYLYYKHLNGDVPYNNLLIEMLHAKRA
NR2F2 inh = NR2F2 transcriptional activity inhibitors, primary screen, cell-based, luciferase reporter, HEK293T, luminescence. HEK293T NGFI-A luciferase reporter. actives 0.7% (n = 370,000). inhibition, % at 8.6 µM. COUP transcription factor 2 (Homo sapiens), P24468. AID 686940, 2013;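 active = inhibition above a per-plate cutoff, mean inhibition of test wells between control levels plus 3 SD, cut at about 38% in these data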;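 note: cells cotransfected with COUP-TFII expression vector driving the NGFI-A reporter; 0% = median of COUP-TF2 test wells and 100% = reporter-only cells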
Target sequence (P24468 whole entry, looked up): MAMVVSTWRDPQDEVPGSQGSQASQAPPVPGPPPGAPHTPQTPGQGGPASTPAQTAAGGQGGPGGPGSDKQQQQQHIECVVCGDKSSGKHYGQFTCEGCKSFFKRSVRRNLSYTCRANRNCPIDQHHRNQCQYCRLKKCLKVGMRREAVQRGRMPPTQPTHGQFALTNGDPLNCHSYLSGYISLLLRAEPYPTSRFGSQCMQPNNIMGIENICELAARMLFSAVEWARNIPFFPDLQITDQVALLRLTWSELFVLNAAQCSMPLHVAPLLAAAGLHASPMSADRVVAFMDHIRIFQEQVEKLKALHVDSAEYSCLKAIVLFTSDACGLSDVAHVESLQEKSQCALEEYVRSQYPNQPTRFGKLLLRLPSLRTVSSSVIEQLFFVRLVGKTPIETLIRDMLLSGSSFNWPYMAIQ
TROY NFkB inh = inhibitors of TROY-driven NF-kB signaling, primary screen, Q293 LMP1-TROYcd cells, NF-kB luciferase, uHTS. Q293 LMP1-TROYcd NF-kB luciferase reporter, 4 h. inhibition, % at 10 µM. actives 0.98% (n = 360,000). AID 1347056, 2019;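 active = compounds whose plate-normalised and pattern-corrected inhibition of the luciferase reporter signal at the single screening dose is 50% or more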
TLR9-MyD88 inh = inhibitors of TLR9-MyD88 association in cells, primary screen, cell-based, CHO, BLA complementation, fluorescence; Toll-like receptor 9 (Homo sapiens) + Myeloid differentiation primary response protein …; CCF4 FRET ratio; inhibition, % at 4.98 µM; actives 0.21% (n = 340,000);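 active = inhibition above the mean over all tested compounds plus 3 SD, cut at about 21% in these data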;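 note: 0% = DMSO only wells and 100% = clavulanate BLA inhibitor control wells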
Vif inh = HIV Vif self-association inhibitors, primary screen, imaging, HEK293T, single point; HEK293T cells, Vif self-association by quenched fluorescence, 24 h; inhibition, % at 7.49 µM; actives 0.35% (n = 340,000); AID 602346, 2012; in the data active = inhibition above about 50%, passing the limit was not always enough; note: some results filed as inactive read as strong as hits
* hit, by the source's call; x = not tested or not shown. An excerpt; the hit share may differ from the screen's.

nr	Structure	LRH-1 inv ag	NCOA3 inh	NOD2 RIPK2 PPI	NCOA2 inhibitor	Vif inh	C8 TRAIL sens	TLR9-MyD88 inh	NR2F2 inh	TROY NFkB inh	EBV LMP1 NFkB	NCOA1 inh
1	CC1CC(C)CN(c2ccc(-n3cnnn3)cc2[N+](=O)[O-])C1 (centres undefined)	-4	4	-12	11	0	-7	0	-7	-45	-3	12
2	COC(=O)COc1cc(OCC(=O)OC)c2c(-c3ccccc3)cc(=O)oc2c1	20	5	-14	7	-3	13	-6	-12	14	-17	0
3	Cc1ccc(C(=O)N/N=C/c2nc3ccccc3n2C)cc1	-32	13	-7	-17	1	9	3	3	-55	12	-2
4	O=C(NCc1ccccc1)c1cccc(COc2ccc(Cl)cc2)c1	-123	-94	-1	-75	-5	5	-11	-29	-38	-23	-150
5	COC(=O)CNC(=O)c1cccs1	-8	-31	-1	-3	7	1	-3	-12	5	23	10
6	COCCn1c(=O)c2c(nc3n2CCCN3Cc2ccccc2)n(C)c1=O	-13	-6	-13	-6	-3	6	0	14	7	3	-23
7	O=C(Nc1ccc(S(=O)(=O)N2CCCC2)cc1)C1CC(=O)N(c2ccccc2)C1 (centres undefined)	-7	1	-18	-18	21	-9	0	3	-2	2	-12
8	N#C/C(=C(/O)COC(=O)Cc1c[nH]c2ccccc12)c1nc2ccccc2[nH]1	-25	-2	-2	-18	9	4	-7	8	-16	-1	-29
9	COc1ccc(-c2noc(C3CCCN(C(=O)c4c(F)cccc4F)C3)n2)cc1OC (centres undefined)	-14	-21	-9	22	-10	3	0	-13	-13	-17	5
10	CCC(C)NC(=O)Nc1ccc2c(c1)N(C)C(=O)c1ccccc1S2 (centres undefined)	9	0	-3	0	-7	-13	-2	-7	3	0	-9
11	Cc1cc2c(cc1S(=O)(=O)N1CCN(c3cccc(C(F)(F)F)c3)CC1)OCC(=O)N2	18	-14	-2	0	-4	-9	4	-5	-9	-23	-38
12	Cc1cc(C)c2c(CN3CCN(Cc4ccccc4)CC3)cc(=O)oc2c1C	4	-12	4	-15	-2	9	0	0	15	3	-75
13	O=C(NNC(=O)c1ccco1)c1cccc([N+](=O)[O-])c1	13	13	2	-17	x	12	-10	10	5	-3	3
14	Cc1ccc(/C=N/NC(=O)CSc2nc3ccccc3s2)o1	19	8	17	-15	-4	-15	4	5	5	-7	-26
15	CCOC(=O)[C@@H]1[C@H]2COc3ccccc3[C@@H]2N2C(=O)N(c3ccc(Cl)cc3)C(=O)[C@@]12C	-6	-8	1	-27	2	-17	-3	-4	-2	-2	1
16	COc1ccc(NC(=O)CN2CCN(c3ccc(C)cc3C)CC2)cc1	14	8	3	-4	-10	13	-2	12	14	-8	6
17	N#Cc1c(NC(=O)CSc2n[nH]c(N)n2)oc(-c2ccccc2)c1-c1ccccc1	1	-5	0	-19	-2	0	-3	-3	4	7	-10
18	Cc1csc(/C(=N\O)c2csc(C)n2)n1	-14	13	-8	-22	0	4	-4	0	-26	-8	5
19	CC1(C)Cc2ccccc2-c2nc3n(c(=O)c21)CCCS3	0	11	-1	20	5	0	x	5	-3	-13	1
20	O=C(COC(=O)c1cccc(S(=O)(=O)N2CCc3ccccc32)c1)Nc1ncc(C(F)(F)F)cc1Cl	21	14	4	-16	0	7	10	-3	0	2	2
21	COc1ccc(CN(C)C(=O)C2CSC3(C)CCC(=O)N23)cc1 (centres undefined)	-30	7	-4	-29	0	18	10	-13	-3	-8	-42
22	O=C1C(Cc2c[nH]c3ccccc23)NC(=S)N1Cc1ccccc1 (centres undefined)	8	6	8	-1	0	10	x	-9	21	-14	-16
23	CCOc1ccccc1N1CC(C(=O)NC2CCCCCC2)CC1=O (centres undefined)	7	-11	3	-45	-1	-11	3	-2	-4	12	-15
24	O=C(Nc1ccc(Cl)c(S(=O)(=O)N2CCCCC2)c1)C1=COCCO1	-1	-18	7	-1	-10	5	-2	17	-2	4	-22
25	COc1ccc(C2/C=C\CN(CC3CC3)CC(=O)N2Cc2ccc(F)cc2)cc1 (centres undefined)	-16	-3	11	-13	8	1	-6	-11	0	-7	2
26	CCCN(CCC)CCCNC(=O)c1cn(C)c2ccc(S(=O)(=O)N(C)C3CCCCC3)cc2c1=O	-21	-5	5	3	-10	-11	-11	7	2	1	28
27	COc1ccc(N(CC(=O)NC2CCS(=O)(=O)C2)S(=O)(=O)c2ccc(Cl)c(Cl)c2)cc1 (centres undefined)	16	8	-3	1	-2	5	-3	2	-19	0	4
28	O=C(N/N=C/c1ccco1)c1cccc(NC(=O)c2ccccc2Cl)c1	-24	-12	4	-10	-3	-1	0	-22	-15	2	-9
29	COC(=O)Nc1ccc(S(=O)(=O)N2CCCCC2C(=O)O)cc1 (centres undefined)	-3	19	-11	-23	0	-3	-4	22	13	-6	1
30	O=C(O)C1=C[C@@H](c2ccc(Br)cc2)C[C@@H](OCc2ccc(CO)cc2)O1	16	-7	1	-2	-7	-11	0	-12	5	-1	2
31	C#CCOn1c(-n2nc(C)cc2C)nc2ccccc2c1=O	-13	8	-10	-8	x	3	-3	-20	2	-4	-5
32	Cc1ccc(C(=O)N2CCCC(CCC(=O)N3CCN(c4ccccn4)CC3)C2)s1 (centres undefined)	-7	4	-1	17	-5	2	-3	14	4	17	0
33	COc1ccc(CNC(=O)C2=C(C)C(=O)OC23CCC(C)CC3)cc1 (centres undefined)	-5	-21	-1	21	-1	7	-5	25	-8	-3	-6
34	Fc1ccc(NC(=S)NCCc2ccc(Cl)cc2)cc1	-22	-7	-3	-13	0	0	-6	6	-33	-10	-16
35	COc1ccc(OCC(=O)Nc2ccc(N3CCC(C)CC3)cc2)cc1	-15	2	-7	12	1	-4	-1	0	17	-1	5
36	COc1ccccc1-n1c(SCC(=O)O)nc2c(sc(=S)n2-c2ccccc2C)c1=O	24	1	7	2	-16	0	10	-16	-13	-6	3
37	CCOc1ccc(C2/C(=C(/O)c3ccc4c(c3)CC(C)O4)C(=O)C(=O)N2CCCn2ccnc2)cc1 (centres undefined)	2	-6	-13	-5	14	10	-6	-33	-6	-1	-16
38	CC(C)Cn1nc(NC(=O)C2CCCO2)c2cc3ccccc3nc21 (centres undefined)	-14	3	8	-11	-3	-10	2	3	1	0	1
39	COc1cccc(NC(=S)N2CCCC2c2ccc(OC)c(OC)c2)c1 (centres undefined)	-24	-16	2	2	8	5	-5	-25	-18	-6	-22
40	CCN1C(=O)/C(=C/C=C2/CCCN2C)OC1=S	-71	-44	-4	-53	-9	-1	0	-27	10	-16	-85
41	O=Cc1nc(-c2ccccc2Cl)n2ccccc12	10	-5	2	14	-6	1	-8	5	-8	6	-4
42	O=C(CCNC(=O)c1ccccc1Cl)NCc1cccnc1	-10	17	-2	4	x	-13	-12	5	15	3	-39
43	CCc1cccc(NC(=O)C2CCCN(c3ncnc4c3nc3n4CCCCC3)C2)c1 (centres undefined)	10	32	-5	15	4	19	-4	12	25	9	6
44	CCCS(=O)(=O)NC(=O)C1(C)CCCN(C(=O)c2c(C)noc2C)C1 (centres undefined)	-3	-11	3	10	-4	-5	x	9	12	x	8
45	O=C(O)C1CC(=O)N(c2ccc(OCc3c(F)cccc3Cl)cc2)C1 (centres undefined)	0	13	7	25	18	6	2	9	4	-2	6
46	COc1cccc(CN(C)C(=O)c2ccccc2Sc2ccccc2C#N)c1	3	28	-6	11	9	-16	-2	-3	9	-8	-7
47	COc1ccc(CC(=O)NCCc2ccc(S(N)(=O)=O)cc2)cc1	-2	4	0	-13	12	-3	-5	-4	-4	3	-19
48	Cc1ccc(CNC(=S)Nc2cc(C)ccc2OC(F)F)cc1	0	-2	2	12	0	-7	-2	-17	-9	0	-6
49	CC1CCC2(CC1)NC(=O)N(CC(=O)Nc1ccc(N3CCOCC3)cc1)C2=O (centres undefined)	41	8	-1	-7	-6	1	-9	21	-10	5	-6
50	CC(C)(C)NS(=O)(=O)c1ccc(N2C(=O)c3ccccc3C2=O)cc1	-8	-4	-5	17	-17	-7	-9	1	14	8	-9
51	CCOc1cc(C(=O)Nc2cccc3ncccc23)cc(OCC)c1OCC	-6	7	-15	12	14	-3	-7	-3	5	1	-9
52	CCCOc1cccc(C(=O)N(Cc2ccco2)C2CCS(=O)(=O)C2)c1 (centres undefined)	5	0	7	-7	-3	-11	-5	-4	14	4	-31

2 of the compounds above, with one line to a screen.
46	COc1cccc(CN(C)C(=O)c2ccccc2Sc2ccccc2C#N)c1
47	COc1ccc(CC(=O)NCCc2ccc(S(N)(=O)=O)cc2)cc1

assay / entry | 46 | 47
LRH-1 inv ag | 3 | -2
NCOA3 inh | 28 | 4
NOD2 RIPK2 PPI | -6 | 0
NCOA2 inhibitor | 11 | -13
Vif inh | 9 | 12
C8 TRAIL sens | -16 | -3
TLR9-MyD88 inh | -2 | -5
NR2F2 inh | -3 | -4
TROY NFkB inh | 9 | -4
EBV LMP1 NFkB | -8 | 3
NCOA1 inh | -7 | -19

Source: PubChem
